Screening results (PubChem)
Shn3 inh set2 = reduces Shn3 3'UTR luciferase signal in osteoblasts; Clone20 osteoblast Shn3 3'UTR firefly luciferase, 24 h; actives 0.52% (n = 360,000); inhibition, % at 12.5 µM;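 active means mean inhibition of at least 75% with every replicate also reaching 75%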;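 further: 0% = median of neutral control wells and 100% = pilot-screen positive control compound; some compounds past the cut are filed as inactive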
HIF-2a block = inhibitors of HIF-2a. 786-0 RCC cells HIF-2a reporter, luciferase luminescence, overnight. inhibition, % at 18.8 µM. actives 0.72% (n = 360,000). AID 624352;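 active means inhibition of the luminescence signal of 40% or more relative to plate controls, in a single-dose primary screen at 18.75 µM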
MITF TRPM1 inh = reduces MITF-dependent TRPM1 promoter luciferase signal | SK-MEL-5 TRPM1 promoter luciferase, 24 h | inhibition, % at 12.5 µM | actives 0.83% (n = 330,000) | AID 488899;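 active means mean inhibition across replicates of 60% or more, whatever share of single replicates reaches that level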; further: values of inactives mirror those of a sister screen read the other way
NR2E3 ag-1 = activates human NR2E3 receptor | actives 0.35% (n = 360,000) | inhibition of corepressor binding, % at 3.98 µM | Q9Y5X4 | AID 602229 | CHO-S Gal4-NCOR/VP16-NR2E3 two-hybrid, luciferase;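 active means inhibition above the mean of all tested compounds plus 3 SD, cut at about 70% in these data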;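 further: 0% = DMSO with NR2E3 transfected cells and 100% = cells lacking NR2E3 construct; higher means lower luciferase signal from less NR2E3 corepressor binding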
Target sequence (Q9Y5X4 whole entry, looked up, the tested form may be a part): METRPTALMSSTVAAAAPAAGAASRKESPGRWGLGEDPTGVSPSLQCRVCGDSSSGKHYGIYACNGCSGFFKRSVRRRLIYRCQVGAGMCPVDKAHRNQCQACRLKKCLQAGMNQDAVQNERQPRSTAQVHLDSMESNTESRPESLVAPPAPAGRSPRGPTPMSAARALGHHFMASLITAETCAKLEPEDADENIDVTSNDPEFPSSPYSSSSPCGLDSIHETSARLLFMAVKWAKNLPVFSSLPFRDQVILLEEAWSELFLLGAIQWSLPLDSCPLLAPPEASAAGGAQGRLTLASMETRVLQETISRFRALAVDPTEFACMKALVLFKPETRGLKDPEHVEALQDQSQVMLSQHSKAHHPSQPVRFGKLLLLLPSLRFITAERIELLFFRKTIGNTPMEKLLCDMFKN
aDG glyco up = increases alpha dystroglycan glycosylation | Pro5-aDG cells, alpha-DG glycosylation AlphaScreen (IIH6); 0% Pro5, 100% B10-LARGE cell signal | activation, % at 10 µM | actives 0.22% (n = 360,000);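 active means activation of at least 8% versus controls, or a plate z-score of at least 8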;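 further: Pro5 are CHO cells carrying HIG-tagged alpha-DG that lacks glycosylation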
Peg3 prom inh = inhibitors of Peg3 promoter; HeLa PEG-Prom luciferase reporter, luminescence, overnight; inhibition, % at 20 µM; actives 1.7% (n = 360,000); AID 588405;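 active means inhibition of at least 50% at 20 µM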
KKLEB cytotox = reduces viability of KKLEB cystic fibrosis airway cells | AID 602141 | KKLEB CF airway cells viability, ATPlite luminescence, overnight; hits give low values; cells stimulated with P. aeruginosa culture filtrate | activity change (cytotoxicity), % at 5 µM | actives 0.36% (n = 360,000);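 active means corrected activity change at or below -50% at 5 µM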
NR2E3 ag-2 = activates human photoreceptor nuclear receptor NR2E3; Q9Y5X4; inhibition of corepressor binding, % at 4.78 µM; GST-NR2E3/biotin-RetCOR TR-FRET, 1536-well; AID 2300; actives 0.12% (n = 320,000);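 active means percent inhibition above the cutoff of mean plus 3 SD of all tested compounds, set per screening campaign, cut at about 20% in these data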;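 further: 0% = DMSO wells and 100% = biotin wells as full block of FRET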
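Material: NR2E3–RetCOR corepressor complex / Amount: 1.35 nM GST-NR2E3 / Medium: Tris pH 7.5 / Compound: single nominal compound dose of 4.8 µM / Incubation: 5 h at 4 °C / Technique: TR-FRET, Eu(K)-anti-GST donor, streptavidin-D2 acceptor, ex 340, em 617/671 nm / Read-out basis: percent loss of FRET ratio relative to control wells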
iPSC survival up = increases survival of single human iPS cells | AID 602274 | hiPSC single-cell survival, ATPlite luminescence; 100% = ROCK inhibitor wells, 0% = DMSO | survival enhancement, % at 20 µM | actives 0.044% (n = 360,000); in the data active means survival enhancement above about 18%;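 further: cells exposed to compounds for 16 hours before the ATP read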
TWEAK Fn14 block = blocks TWEAK-Fn14 interaction in a reporter cell assay; AID 1159606; actives 2% (n = 360,000); inhibition, % at 10 µM; TWEAK-stimulated Fn14 reporter cells, luciferase luminescence, 8 h; in the data active means inhibition above about 50%
CF NFkB block = inhibitors of cystic fibrosis induced NF-kB | actives 0.86% (n = 360,000) | inhibition, % at 5 µM | KKLEB NF-kB-GFP reporter, PAF-induced, GFP fluorescence overnight | AID 588850;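 active means at least 50% inhibition at 5 µM, scaled per plate between neutral and stimulator controls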;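 further: PAF is a Pseudomonas aeruginosa culture filtrate used as stimulus; plate controls were PAF-stimulated DMSO wells for no effect and unstimulated DMSO wells for full effect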
* marks the source's active call; other numbers are inactive results; . = no result given.

SMILES	Shn3 inh set2	HIF-2a block	MITF TRPM1 inh	NR2E3 ag-1	aDG glyco up	Peg3 prom inh	KKLEB cytotox	NR2E3 ag-2	iPSC survival up	TWEAK Fn14 block	CF NFkB block
COc1cc(Cl)c(CNC[C@H]2O[C@@H](n3cnc4c(N)ncnc43)[C@H](O)[C@@H]2O)c(Cl)c1O	-8	9	-16	-16	0.3	0	1	.	1.1	7	-5
COc1ccccc1CNc1nc(S(=O)(=O)c2ccccc2)c(Cl)s1	2	20	11	2	0.0	10	12	0	-1.1	-8	4
COc1ccc(CNC(=O)CN(CC2CCCO2)C(=O)CNS(=O)(=O)c2ccccc2)cc1 (stereo not given)	.	4	-6	8	-0.4	-3	-3	1	-1.7	-14	5
COc1ccccc1CC(=O)N1CCN(c2ccccn2)CC1	10	-1	-3	7	0.2	-4	-16	-5	-1.2	-2	4
COC(=O)C1CCN(C(=O)C2CC(=O)N(c3ccc(C)c(Cl)c3)C2)CC1 (stereo not given)	-66	-130	-48	-22	-0.1	-106	9	.	-2.9	14	-14
O=C(CN1N=C(C(F)(F)F)CC1(O)c1ccc([N+](=O)[O-])cc1)c1ccccc1 (stereo not given)	-4	22	6	-20	-0.2	18	20	1	-2.8	-2	-27
O=C(c1ccc(O)cc1)c1ccc(C(=O)c2ccc(O)cc2)cc1	-13	-15	4	32	-0.2	19	14	-3	-1.7	1	39
CCC(=O)Nc1ccc(C(=O)NCCCn2ccnc2)cc1	-3	10	-6	-9	-0.3	5	11	2	0.3	-12	11
COc1ccc(-c2csc(Nc3ncccc3C)n2)cc1	-41	-252	-45	-222	0.1	-274	8	3	2.5	28	-21
CCn1c(=S)[nH]c2scc(-c3cccs3)c2c1=O	14	12	11	-6	-0.5	-2	7	.	0.0	8	-14
O=C(CNC(=O)c1ccc(Cl)cc1Cl)OCC(=O)N1CCN(c2ccccc2)CC1	-2	10	8	6	-0.1	13	-5	.	-0.3	1	-27
Cc1nc2ccc(-c3nc4ccccc4o3)cc2[nH]1	-20	-287	-94	-122	-0.1	-308	2	0	-1.7	32	-36
C=CCOC(=O)c1c(C)nc2cc3c(cc2c1C)OCO3	-32	-81	-18	-29	0.4	-109	-14	-1	3.2	-8	16
COC(=O)C1CSC(C(=O)OC)N1C(=O)Nc1ccc(Cl)cc1 (stereo not given)	-3	12	-18	-6	0.3	1	-12	-4	13	7	7
CC1CC(C)C[N+](=C2C=C(N3CCCC3)CC(C)(C)C2)C1 (stereo not given)	89*	4	70*	13	0.7	34	-1	.	-0.9	50	24
COc1ccc2oc(C(=O)OCC(=O)NCc3ccc(OC)c(OC)c3)c(C)c2c1	36	10	11	-9	0.1	2	-9	.	-0.2	-3	13
Cc1cc(C(=O)Nc2ccncc2)c2ccccc2n1	14	-4	17	-29	0.0	16	0	0	0.8	-6	10
Cc1cc(NC(=O)CS(=O)(=O)c2c[nH]c3ccccc23)no1	-6	14	5	-16	-0.4	-22	0	2	0.6	-1	-4
CN(C)c1ccc(CN(C(=O)c2ccc(Cl)c([N+](=O)[O-])c2)C2CCS(=O)(=O)C2)cc1 (stereo not given)	0	14	9	-24	0.2	-1	-2	3	0.0	-6	13
Cc1ccc(OCC(=O)N(Cc2ccccc2)c2ccccn2)cc1	-8	8	-1	2	0.2	-10	2	-2	0.7	0	2
O=C(COc1cccc(-n2cnnn2)c1)Nc1ccc([N+](=O)[O-])cc1	6	8	-2	-40	0.1	9	-1	0	-0.2	28	-3
O=C(CNC(=O)c1ccccc1)NCC(=O)OCc1ccccc1Cl	1	20	-14	-5	0.5	10	-4	2	-0.8	0	-4
Cn1c(N)c(C#N)c(C#N)c1-c1ccccc1	-2	11	-10	-33	0.0	13	-6	2	4.0	18	10
Cc1c(N2C(=O)C(C)SC23C(=O)Nc2ccccc23)c(=O)n(-c2ccccc2)n1C (stereo not given)	-9	18	15	-4	0.0	9	14	-2	-0.6	-1	7
CSc1ncccc1C(=O)N(C)CC(=O)Nc1cccc(F)c1	19	5	-5	-2	-0.3	1	-14	2	0.5	5	-12
CCOC(=O)[C@]12CCCC=C1N(Cc1ccco1)C(=O)[C@H](CC(=O)NCC13CC4CC(CC(C4)C1)C3)C2	.	-9	.	2	0.1	.	.	.	-0.4	7	.
COc1ccc(-c2csc3ncnc(N4CCN(S(=O)(=O)c5ccc(C)cc5)CC4)c23)cc1	1	6	-1	-22	-0.1	25	-9	-1	-0.3	10	27
CCCCNC(=O)C(NC(=O)c1cccnc1)C(=O)c1ccccc1 (stereo not given)	-28	13	.	8	0.0	2	-25	.	-0.3	13	-16
COc1cc(C(=O)N=c2sc3c(C)ccc(OC)c3n2C)cc(OC)c1OC	-20	-59	-18	-15	0.0	-32	-21	1	-0.6	-7	26
Cc1cccc(N2CCN(C(=O)CN3C(=O)NC4(CCCCCC4)C3=O)CC2)c1C	25	-12	3	10	0.3	-9	-1	.	-0.3	10	9
CC[C@H](C)[C@H](NC(N)=O)C(=O)NNC(=O)c1ccc(COc2cccc3cccnc23)cc1	-29	-4	-9	12	-0.1	-10	24	-1	-0.8	-15	-2
CCCCc1ccc(C2C3=C(CC(C)(C)CC3=O)NC3=C2C(=O)c2ccccc23)cc1 (stereo not given)	11	19	17	0	1.7	43	-25	-2	-1.5	57*	17
O=C1OC[C@@H]2CCCN2C(=O)[C@H](CC(=O)N(CCO)Cc2ccccc2)C/C=C\CC[C@H]1Cc1ccc(F)cc1	23	8	-6	-6	-0.2	11	6	.	-2.4	-12	-1
O=C(Nc1ccc(F)cc1)c1cc2cc(Cl)ccc2[nH]1	19	-89	.	-55	0.6	-48	11	4	0.0	-20	-2
CN(C1=NS(=O)(=O)N=C(N(C)c2ccccc2)O1)c1ccccc1	-17	-1	.	-2	0.1	18	-1	.	-3.3	25	15
CN(C[C@@H](CC1CCCCC1)N(C[C@H](Cc1ccccc1)N(CCc1ccccc1)N=O)N=O)N=O	1	15	.	12	0.1	30	-20	-3	-1.5	10	-22
N#Cc1cccc(NC(=O)Cn2cnc(S(=O)(=O)N3CCOCC3)c2)c1	-31	7	4	-5	0.0	-2	-10	1	0.8	4	18
[O-]C1=N[N+](=C(c2ccccc2)c2ccccc2)C1	-29	5	8	-3	0.1	1	10	.	-3.3	6	-3
COc1ccc(C2NCCn3cccc32)cc1 (stereo not given)	0	3	-3	10	-0.2	-3	11	0	-0.6	-6	-11
CN(CCC#N)C(=O)COC(=O)c1c2c(nc3ccccc13)/C(=C/c1ccco1)CC2	-67	-194	-64	-55	0.3	-140	8	13	1.4	7	-25
O=C(CC1C(=O)NCCN1Cc1c(F)cccc1Cl)NCCCn1ccnc1 (stereo not given)	-23	15	-9	-17	0.1	15	4	3	1.6	0	2
C/C(=C\C(=O)c1ccccc1)Nc1ccc2c(c1)OCO2	-99	-238	-60	-39	-0.1	-376	3	-1	-0.2	-22	-1
CC1CCN(C(=O)COC(=O)C2CCN(S(=O)(=O)c3c(Cl)cccc3Cl)CC2)CC1	8	7	-9	-4	-0.3	2	-6	.	-0.5	-12	0

By substructure, the entries above containing a Cl atom.
SMILES	Shn3 inh set2	HIF-2a block	MITF TRPM1 inh	NR2E3 ag-1	aDG glyco up	Peg3 prom inh	KKLEB cytotox	NR2E3 ag-2	iPSC survival up	TWEAK Fn14 block	CF NFkB block
COc1cc(Cl)c(CNC[C@H]2O[C@@H](n3cnc4c(N)ncnc43)[C@H](O)[C@@H]2O)c(Cl)c1O	-8	9	-16	-16	0.3	0	1	.	1.1	7	-5
COc1ccccc1CNc1nc(S(=O)(=O)c2ccccc2)c(Cl)s1	2	20	11	2	0.0	10	12	0	-1.1	-8	4
COC(=O)C1CCN(C(=O)C2CC(=O)N(c3ccc(C)c(Cl)c3)C2)CC1 (stereo not given)	-66	-130	-48	-22	-0.1	-106	9	.	-2.9	14	-14
O=C(CNC(=O)c1ccc(Cl)cc1Cl)OCC(=O)N1CCN(c2ccccc2)CC1	-2	10	8	6	-0.1	13	-5	.	-0.3	1	-27
COC(=O)C1CSC(C(=O)OC)N1C(=O)Nc1ccc(Cl)cc1 (stereo not given)	-3	12	-18	-6	0.3	1	-12	-4	13	7	7
CN(C)c1ccc(CN(C(=O)c2ccc(Cl)c([N+](=O)[O-])c2)C2CCS(=O)(=O)C2)cc1 (stereo not given)	0	14	9	-24	0.2	-1	-2	3	0.0	-6	13
O=C(CNC(=O)c1ccccc1)NCC(=O)OCc1ccccc1Cl	1	20	-14	-5	0.5	10	-4	2	-0.8	0	-4
O=C(Nc1ccc(F)cc1)c1cc2cc(Cl)ccc2[nH]1	19	-89	.	-55	0.6	-48	11	4	0.0	-20	-2
O=C(CC1C(=O)NCCN1Cc1c(F)cccc1Cl)NCCCn1ccnc1 (stereo not given)	-23	15	-9	-17	0.1	15	4	3	1.6	0	2
CC1CCN(C(=O)COC(=O)C2CCN(S(=O)(=O)c3c(Cl)cccc3Cl)CC2)CC1	8	7	-9	-4	-0.3	2	-6	.	-0.5	-12	0
